Pf gametocyte: P. falciparum stage V gametocyte viability inhibition; P. falciparum stage V gametocytes, ATP luminescence, 24 h; inhibition, % at 10.9 µM; 150,000 tested, 0.065% active; AID 743093;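 active = inhibition above the mean plus 3 SD of compounds within the control limits, set per campaign, cut at about 38% in these data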;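 also: 0% = DMSO wells and 100% = medium only without gametocytes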
An asterisk follows results filed as active.

SMILES	Pf gametocyte
O=C(NCc1ccc(OC(F)(F)F)cc1)C1CC2Cn3c(nc4ccccc43)C2N1c1ccccc1 (stereo unspecified)	-15
Cc1ccc(/C=N/N2CCN(Cc3cccc4ccccc34)CC2)s1	-4
CN(Cc1ccccc1)C(=O)c1ccc(NC(=O)C2CCCN(C(=O)OC(C)(C)C)C2)cc1 (stereo unspecified)	34
COC(=O)[C@]1(CC(C)C)N[C@H](c2ccc(-c3ccc(OC)cc3)cc2)[C@@H]2C(=O)N(C)C(=O)[C@@H]21	-7
CC(C)CN1CCC(=O)N([C@H](CO)Cc2ccccc2)CC1	28
COc1ccc(S(=O)(=O)N2CCN(c3ccccc3)CC2)cc1OC	11
COc1ccc(Cl)cc1S(=O)(=O)N1CCCC(C(=O)NCC(N)=O)C1 (stereo unspecified)	18
C=CCSc1nc2sc3c(c2c(=O)n1CC)CCC3	-11
COc1ccc(N=C2C(=O)Nc3ccc(C)c(Br)c32)cc1	-26
Cc1cccc(N(CC(=O)N/N=C/c2ccc(C(=O)O)cc2)S(=O)(=O)c2ccccc2)c1C	-23
CC(C)(C)C(=O)Nc1ccc(Cc2ccncc2)cc1	7
CCOc1ccccc1CN1CCCC(CNC(=O)Cc2ccc(OC)cc2)C1 (stereo unspecified)	-11
Cc1ccc(C)c(NC(=O)c2cnccn2)c1	10
Cc1ccccc1NC(=O)CCN1CCN(C)CC1	-6
CN1C(C)(C)c2ccccc2OS1(=O)=O	1
CCOC(=O)c1ccc(-n2c(-c3ccco3)nc3ccccc3c2=O)cc1	-11
CCOC(=O)C1=C(COc2ccccc2)NC(=O)NC1c1ccc(Cl)cc1 (stereo unspecified)	2
CN1C(=O)CC(c2ccccc2)CC1=O	-8
Cn1c(NC(=O)c2ccccc2)nc2ccccc21	1
O=C(O)c1ccccc1-c1ccc(/C=C2\SC(=O)N(c3ccccc3)C2=O)o1	-5
CCOC(=O)N1CCN(S(=O)(=O)c2ccc(NC(C)=O)cc2)CC1	0
Cc1cc(C)c(NC(=O)CCN2CCN(Cc3ccccc3)CC2)c(C)c1	-7
Cc1nc(NC(=O)CN2CCOCC2)sc1C(=O)N(C)C	9
Cc1ccoc1C(=O)Nc1cccc2ccccc12	7
O=C1CC(C(=O)O)C2(CCCC2)O1 (stereo unspecified)	20
O=C1NC(Cc2ccccc2)c2nc3ccc(Br)cc3c(=O)n2-c2cc(Cl)ccc21 (stereo unspecified)	18
O=C(NC1CC1)c1ccc2c(c1)S(=O)(=O)c1cc(Cl)ccc1C2=O	-30
O=C(/C=C/c1ccc(Cl)cc1)N1CCOCC1	-16
Cc1ccccc1-c1cccc(CN2CCN(C)C(CCO)C2)c1 (stereo unspecified)	-13
O=C(C[C@H]1C/C=C\C[C@@H](Cc2ccc(F)cc2)C(=O)OC[C@H]2CCCN2C1=O)N[C@H](CO)Cc1ccccc1	-8
COC(=O)[C@@]12CCCN1[C@H](c1ccc(SC3CCCCC3)cc1)[C@H]1C(=O)N(C)C(=O)[C@H]12	-5
COc1ccc(CN2CCN(CCSc3ccc(C)cc3)CC2)c(OC)c1OC	13
C[C@H]1CCC[C@]2(O[C@H](CCO)C[C@H](O)[C@H]2O)O1	-41
Cc1ccccc1CNCCCSc1ncccn1	-18
CCOC(=O)C(C)Sc1nnc2c3ccccc3n(C)c2n1 (stereo unspecified)	13
CCCCNS(=O)(=O)NC(=O)C1=C(N2CCCC2)COC1=O	-12
O=C1C2CCCCN2C(=O)N1CCCCN1CCN(c2ccc(F)cc2)CC1 (stereo unspecified)	13
COc1ccc([C@H]2CC(=O)C=C(c3cccc(C(C)C)c3)C2)cc1OC	11
CCCC(C(=O)NCCC(C)C)N(Cc1ccccc1)C(=O)c1snc(C(N)=O)c1N (stereo unspecified)	1
OCC[C@@H]1C[C@H](O)[C@@H](O)[C@@]2(OCCCc3ccccc32)O1	3
O=C(CCCCN1CCCCC1)c1ccccc1	-3
O=C1[C@H](Cc2ccccc2)NCC=CC[C@@H](c2ccco2)N1Cc1ccccc1	-15
O=C(O)C(O)(c1ccccc1)C(O)c1ccccc1 (stereo unspecified)	-16
O=C1c2ccccc2S(=O)(=O)c2cc(C(=O)N3CCN(c4ccc(Cl)cn4)CC3)ccc21	6
Cc1cc[n+](CC(=O)Nc2cccc(C)c2)cc1	-19
Cc1cccc(NC(=O)CCN2CCCC(C)C2)c1 (stereo unspecified)	5
Nc1ccc2nc(SCC(=O)c3ccccc3)sc2c1	2
O=C(CN1CCCCCCC1)N/N=C/c1ccc([N+](=O)[O-])o1	-13
CCCNC(=O)C1(CC2CC(c3ccccc3)=NO2)CCN(C(=O)c2cc(OCC)c(OCC)c(OCC)c2)CC1 (stereo unspecified)	13
C=CCn1c(O)c(N=Nc2ccccc2O)c2ccccc21	-33

The list continues:
SMILES	Pf gametocyte
O=[N+]([O-])c1ccccc1S(=O)(=O)NC1CCCCCCC1	0
O=C(Cc1ccc([N+](=O)[O-])cc1)NC1CCCCCC1	15
CC(C)(C)OC(=O)N[C@@H](COCc1ccccc1)C(=O)N[C@@H](CO)[C@H](O)[C@@H]1C[C@@H]1C(=O)N1CCCC1	7
CCOC(=O)[C@H]1[C@H]2COc3cc(OC)ccc3[C@@H]2N2C(=O)c3cc(F)ccc3NC(=O)[C@@]12C	-20
CCCc1[nH]c2ccc(C#N)cc2c1CCC	12
CCC(C)Sc1ccc([C@H]2N[C@@](C)(C(=O)OC)[C@H]3C(=O)N(C)C(=O)[C@@H]23)cc1 (stereo partly specified)	11
CC1(C)CC(=O)C=C(Nc2ccc(O)c(C(=O)O)c2)C1	-5
O=C(N/N=C/c1cc(Br)cc(Cl)c1O)c1ccc2c(c1)OCO2	14
O=S(=O)(c1ccc(S(=O)(=O)N(Cc2ccccc2)Cc2ccco2)cc1)N1CCCC1	10
Cc1ccc(C(=O)NC(C)c2ccc(C)c(C)c2)s1 (stereo unspecified)	14
O=C(c1cc(Cl)ccc1Cl)N1CCc2ccccc21	4
CC(C)NC(=O)N(C)C[C@H]1Oc2c(NC(=O)c3ccc(-c4nccs4)cc3)cccc2C(=O)N([C@@H](C)CO)C[C@H]1C	-14
Cc1[nH][nH]c(=O)c1N=Nc1ccc(Br)c(Cl)c1	-5
COc1cccc2cc(C(=O)N3CC(C)OC(C)C3)c(=O)oc12 (stereo unspecified)	-1
COc1ccc([C@H]2CC(=O)C=C(c3ccc(C(F)(F)F)c(C(F)(F)F)c3)C2)cc1OC	9
CC1CCCC(C)N1CC(O)COC1CCC(C(C)(C)C)CC1 (stereo unspecified)	-13
COc1ccc(N2CCN(C3CCCN(Cc4cccc(OC)c4)C3)CC2)cc1 (stereo unspecified)	-11
COC(=O)Cn1c(CN(C)Cc2ccccc2)nc2c1c(=O)n(C)c(=O)n2C	0
Cc1cc(=O)n2[nH]c(SCc3c(F)cccc3Cl)nc2n1	15
COc1ccc(NC(=S)N2CCC(C(=O)c3ccc(F)cc3)CC2)cc1	-9
COc1cc2cnc(-c3ccsc3)cc2cc1OC	-4
COc1ccc(C2NC(=O)CCC2[N+](=O)[O-])c(OC)c1OC (stereo unspecified)	17
C[C@H]1CN(Cc2ccccc2)C(=O)[C@@H]1CC(=O)NCc1ccccc1	-2
CCOC(=O)N1CCN(C(=O)/C=C/c2ccc(OC)cc2)CC1	12
Cc1csc(CNc2ncnc3ccc(-c4cccc(Cl)c4)cc23)c1	12
Cc1c(/C=C2\NC(=O)NC2=O)c2ccccc2n1C	-19
COC(=O)C1=C(C(=O)OC)[C@@H]2Nc3ccccc3[C@@]23C[C@@H](C(=O)OC)N(C(=O)NC2CCCCC2)C3=N1	3
Cc1sc(NC(=O)CCCCC(=O)Nc2sc(C)c(C)c2C(=O)O)c(C(=O)O)c1C	-13
CN(C(=O)c1ccc2nc(N)sc2c1)c1ccccc1	-16
Brc1ccc(-c2noc3c2-c2nc(-c4ccccc4)sc2CC3)cc1	-3
CCOc1ccc(Cl)cc1C(c1c(C)[nH][nH]c1=O)c1c(C)[nH][nH]c1=O	-8
CS(=O)(=O)N1CCCC(C(=O)Nc2cccc(F)c2)C1 (stereo unspecified)	-13
CC(=O)Nc1c(-c2ccccc2)nc2cc(C)ccn12	12
COc1ccc2sc(-c3ccc(N(C)C)cc3)c(-c3ccc4cc[nH]c4c3)c2c1	-5
O=C1OC[C@H]2CCCN2C(=O)[C@@H](CC(=O)N(CCO)Cc2ccccc2)C/C=C\C[C@@H]1Cc1ccc(F)cc1	-3
Cc1ccc([C@@H]2[C@@H]3C(=O)N(C)C(=O)[C@@H]3[C@]3(Cc4ccccc4)C(=O)N(Cc4ccccc4)CC(=O)N23)o1	22
COc1cc(C2(c3ccc(O)c(OC)c3)C(=O)N(C)c3ccc(C)cc32)ccc1O	-14
OCc1ccc(-c2ccccc2)c(-c2ccccc2)c1	-6
CCCn1c(C)nc2cc(Cl)c(N3CCN(c4nc(-c5ccc(C)cc5)cs4)CC3)cc21	12
COc1ccc(NC(=S)NCc2ccc(F)cc2)c(OC)c1	-23
N#C/C(=C(/O)c1ccc2c(c1)OCO2)c1nc2cc(C(F)(F)F)ccc2s1	7
CC1CCCN(c2nc3c(c(=O)n(C)c(=O)n3C)n2Cc2ccccc2)C1 (stereo unspecified)	-4
COC(=O)CCC(=O)N1CCCC(N2CCN(c3cccc(C(F)(F)F)c3)CC2)C1 (stereo unspecified)	-4
C#CCOc1ccc(C2C3=C(CC(C)(C)CC3=O)N(CC(=O)O)C3=C2C(=O)CC(C)(C)C3)cc1	18
COc1ccc([C@@H]2[C@@H]3C(=O)N(C(C)(C)C)C(=O)[C@@H]3[C@]3(Cc4ccccc4)C(=O)N(c4cccc(F)c4)C(=O)N23)cc1	8
OCC[C@H]1C[C@@H](O)[C@H](O)[C@@]2(CCCO2)O1	15
O=C(C1CCCN(Cc2ccccc2F)C1)N1CCCC1 (stereo unspecified)	-19
Cc1cccc(C)c1OCCCCN1CCCCC1	3
Cc1ccnc(Nc2nc(-c3ccccc3)cs2)c1	-3
CCCCCCOc1ccc(N2C(=O)CC(SCCN)C2=O)cc1 (stereo unspecified)	-12

Next compounds.
SMILES	Pf gametocyte
CCOc1ccc(NC(=O)CCC(=O)c2ccc(OC)cc2)cc1	11
Cc1ccccc1COc1ccc(-c2nn[nH]n2)cc1	-16
CC(C)C(=O)Nc1ccc(NC(=O)c2ccc(COc3ccccc3)cc2)cc1	3
CCOc1ccc([C@@H]2CC=C(C(=O)O)CN2S(=O)(=O)c2ccc(C)cc2)cc1	8
CCc1ccc(NC(=O)C2C3CCC(O3)C2C(=O)O)cc1 (stereo unspecified)	5
COc1ccc(C(=O)Nc2cc(-c3ccccc3)nn2-c2ccccc2F)cc1	-20
CCOc1nc(-c2ccccc2)ccc1-c1noc(-c2cccnc2)n1	14
O=C(NCCC(NS(=O)(=O)OCC(Cl)(Cl)Cl)c1ccccc1)C(F)(F)F (stereo unspecified)	24
COc1cccc(C(=O)Nc2cccc3ccccc23)c1	15
O=C1CC(N2CCN(c3ccc(Cl)cc3)CC2)C(=O)N1c1ccccc1 (stereo unspecified)	-1

Arranged by length of the SMILES (low to high): some entries from above
SMILES	Pf gametocyte
Cc1cccc(C)c1OCCCCN1CCCCC1	3
Cc1ccnc(Nc2nc(-c3ccccc3)cs2)c1	-3
COc1cccc(C(=O)Nc2cccc3ccccc23)c1	15
CCCCCCOc1ccc(N2C(=O)CC(SCCN)C2=O)cc1 (stereo unspecified)	-12
CCc1ccc(NC(=O)C2C3CCC(O3)C2C(=O)O)cc1 (stereo unspecified)	5
CCOc1ccc(NC(=O)CCC(=O)c2ccc(OC)cc2)cc1	11
CCOc1nc(-c2ccccc2)ccc1-c1noc(-c2cccnc2)n1	14
OCC[C@H]1C[C@@H](O)[C@H](O)[C@@]2(CCCO2)O1	15
O=C1CC(N2CCN(c3ccc(Cl)cc3)CC2)C(=O)N1c1ccccc1 (stereo unspecified)	-1
COc1ccc(C(=O)Nc2cc(-c3ccccc3)nn2-c2ccccc2F)cc1	-20
CC(C)C(=O)Nc1ccc(NC(=O)c2ccc(COc3ccccc3)cc2)cc1	3
O=C(NCCC(NS(=O)(=O)OCC(Cl)(Cl)Cl)c1ccccc1)C(F)(F)F (stereo unspecified)	24
N#C/C(=C(/O)c1ccc2c(c1)OCO2)c1nc2cc(C(F)(F)F)ccc2s1	7
COC(=O)CCC(=O)N1CCCC(N2CCN(c3cccc(C(F)(F)F)c3)CC2)C1 (stereo unspecified)	-4
CCOc1ccc([C@@H]2CC=C(C(=O)O)CN2S(=O)(=O)c2ccc(C)cc2)cc1	8
C#CCOc1ccc(C2C3=C(CC(C)(C)CC3=O)N(CC(=O)O)C3=C2C(=O)CC(C)(C)C3)cc1	18
COc1ccc([C@@H]2[C@@H]3C(=O)N(C(C)(C)C)C(=O)[C@@H]3[C@]3(Cc4ccccc4)C(=O)N(c4cccc(F)c4)C(=O)N23)cc1	8

More results follow:
SMILES	Pf gametocyte
CCOC(=O)c1cc2ccc3ccccc3c2oc1=O	-40
O=C1CCC/C=C\C[C@@H](CC(=O)N(CCO)Cc2ccccc2)C(=O)N[C@H](c2ccccc2)CO1	27
O=C(Cn1ccccc1=S)c1ccc(Cl)c(Cl)c1	12
O=S(=O)(Cc1ccccc1)Nc1ccccc1Br	-16
C=C(C)c1sc(-c2ccccc2)nc1C	19
COc1cc(C(=O)N2CCN(c3ccccn3)CC2)cc(OC)c1OC	8
CC(O)c1nc2ccccc2n1Cc1ccccc1 (stereo unspecified)	-20
COc1ccc(C2=CC(=O)CC(C)(C)C2)cc1OC	-30
C[C@H]1CN([C@@H](C)CO)C(=O)c2cccc(NC(=O)Nc3ccc(C(F)(F)F)cc3)c2O[C@H]1CN(C)C	10
COc1cc2ccccc2cc1C(=O)Nc1ccc(C)cc1	-3
CCC(C)[C@H]1CNCCN1CCC12CC3CC(CC(C3)C1)C2 (stereo partly specified)	-4
C=CC[C@H](CC(=O)NCCO)C(=O)NC[C@@H](OC(=O)[C@@H](CC=C)CC(=O)OC(C)(C)C)c1ccccc1	17
CN(C)c1ccc(C2NC(=O)c3ccccc3N2)cc1 (stereo unspecified)	-9
COc1ccccc1NC(=O)CSc1nncn1N	-4
CC(C)CN1CCC(=O)N(CCC#N)CC1	-14
O=C(Nc1nc2ccc(Cl)cc2s1)C1CC1	-20
CCOC(=O)C1=C(c2ccccc2)NC(=O)NC1c1cccc(OC)c1OC (stereo unspecified)	1
Cc1cccc(-n2c(-c3ccc(Br)o3)n[nH]c2=S)c1	9
COc1ccc(C(=O)Nc2cccc(C(=O)Nc3cc(C)ccn3)c2)cc1	-1

Screening data: PubChem BioAssay, The Scripps Research Institute Molecular Screening Center

Only part of the results is shown; count on the stated rates, not on these rows.
